# Screens from PubChem BioAssay.
# Pf Dd2 inh – qHTS Primary assay for Inhibitors of Plasmodium falciparum Dd2 growth in vitro; P. falciparum Dd2 growth, SYBR Green, 72 h; Potency, µM (series often up to 28.9 µM), inactives show at the highest dose activity, negative = inhibition, actives largely listed as inhibitors; 120,000 tested, 4.3% active; active means well fitted inhibition curve with a large enough effect; inconclusive means small, poorly fitted or top-dose-only effect; inactive means no such curve, though single readings can be large or run the other way;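 further: plate controls were DMSO vehicle for no effect and reference drug for full effect; nearly all actives have a fitted effect of over 65% in size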
#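 Readout: SYBR Green fluorescence, 485 nm excitation, 535 nm emission, after ~16 h lysis at 37C. Before that, Dd2-infected red cells (2.5% hematocrit) grew 72 h with compound, 29 uM top final concentration.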
# An asterisk follows results filed as active; i = inactive; ? = inconclusive; [ ] = dose if it differs, or a comment. Potency means the concentration at half of the fitted maximal effect.
SMILES,Pf Dd2 inh
COCc1cc(=O)n(CC(=O)Nc2cc(C(F)(F)F)ccc2Cl)c(N2CCOCC2)n1,-15%
COCc1cc(CC2(NCc3ccc(N(C)C)cc3)COC2)no1,20%[44.1 µM]
CN(CC(=O)Nc1ccc(F)cc1F)S(=O)(=O)c1cccc2nsnc12,7%
CN1CCc2nc3sc(C(=O)Nc4ccccc4OC(F)(F)F)c(N)c3cc2C1,-14%
CN1[C@@H](CCC(=O)NCc2cccs2)CNC(=O)[C@@H]2[C@H]1CCN2Cc1nc2ccccc2n1C,?
O=C(c1ccccc1Br)N1CCN(c2cc(-c3ccc(Cl)cc3)[nH]n2)CC1,i
Cc1cc(N2CCC3(CC2)NC(=O)CC3C(=O)O)nc(N)n1 (stereo not drawn),5%
O=C(NCCSc1ccccc1)[C@H]1CNC[C@@H](C(=O)N2CCOCC2)C1,13%
COc1ccc(Cl)cc1NC(=O)CCCS(=O)(=O)c1nc(-c2ccc(OC)c(OC)c2)cc(C(F)(F)F)n1,?
CC(C)(C)c1cnc([C@@H]2COCCN2CC2CC2)[nH]1,?
CC(O)c1cc2n(n1)CCN(C(=O)Cc1cc3c(cc1Cl)OCCO3)C2 (stereo not drawn),-1%
CCC1(C(=O)NCCCN2CCCC2=O)CCCCC(=O)N1 (stereo not drawn),34%[activator]
O=C(NCc1ccncc1)c1ccc2c(c1)n(Cc1ccc(F)cc1)c(=O)c1ccnn12,?
NC(=O)CN1C(=O)CO[C@H]2CN(Cc3ccc(Cl)cc3)C[C@H]21,-16%[44.1 µM]
CCOc1ccc(NC(=O)N2CCCC(Cn3cnc4cccnc43)C2)cc1 (stereo not drawn),i
O=C(O)C[C@@H]1CCN(C(=O)NC2CCCCC2)C[C@@H]1CCN1CCOCC1,1%[44.1 µM]
COc1ccc(CCNC(=O)c2ccc3c(c2)nc(C)n3-c2ccc(Br)cc2)cc1OC,-28%
COc1ccc(CN2C(=O)[C@@H]3C[C@@H](O)CN3C3(CN(Cc4ccc(F)cc4)C3)C2=O)cc1,?
COc1ccc(-c2nc3sc(CCNC(=O)C(=O)Nc4ccc(C)c(C)c4)c(C)n3n2)cc1,12%
COc1ccc(CCNC(=O)CCn2c(=O)c3cccn3c3ccc(F)cc32)c(OC)c1OC,?
CCCN1C(=O)[C@H]2CC[C@@H]1CN(C(=O)c1nc(-c3ccccc3)[nH]c1C)C2,-14%
CCC(C)n1c(=O)[nH]c2cccnc21 (stereo not drawn),-4%[44.1 µM]
CCCn1c2ccccc2c2cnn(CC(=O)Nc3cc(C)c(Cl)cc3OC)c(=O)c21,54%[activator]
O=C(c1ccc2c(c1)N(Cc1cccc(F)c1)C(=O)c1ccccc1S2)N1CCCC1,i
Cc1cccc(N2CCN(C(=O)c3nn(C)c4c3CSc3ccccc3-4)CC2C)c1 (stereo not drawn),14%
O=C(CC1CCCC1)N1CCOc2ccc(CN3CCc4ccccc4C3)cc2C1,5µM*
COC(=O)c1cc2oc(C)cc2n1CC(=O)Nc1ccc(C(C)C)cc1,-6%
CCCCN(CC)CCCNC(=O)c1cn(CC(C)C)c(=O)c2c1c1ccccc1n2C,7.1µM*
O=C1NCCOCCN(S(=O)(=O)c2cccc3cccnc23)[C@@H]2CCCC[C@H]12,-13%
O=C(c1cc2ccccc2o1)N1CCCC2(CNS(=O)(=O)c3cccnc3O2)C1 (stereo not drawn),11%
COc1ccc(OC)c(CCNC(=O)c2cc3c(-c4ccccc4F)nn(C)c3s2)c1,i
CNS(=O)(=O)c1cn(CC(=O)Nc2ccc(C)c(N(C)C)c2)cc1S(=O)(=O)NC,2%
CCOC(=O)c1cc(-c2ccccc2)n(CCC(=O)Nc2ccccc2CC)c1C,i
COc1ccccc1N1CCN(S(=O)(=O)c2c(C)sc3ncn(CC(=O)Nc4ccc(C(C)C)cc4)c(=O)c23)CC1,?
Cc1occc1-c1nc2ncccc2[nH]1,-13%[44.1 µM]
COc1cccc(CN2CCc3nc(N4CCN(C)CC4)ncc3C2)c1,-22%
Cc1ccccc1NC(=O)Cn1cc(C(=O)c2cccs2)c2ccccc21,-26%
COCCN1CCCC(c2[nH]ccc2C(=O)N2CCN(c3ccccc3)CC2)C1 (stereo not drawn),?
Cn1nccc1CN1CCCC2(COc3ccccc3C(=O)N2)C1 (stereo not drawn),-27%[44.1 µM]
CN1CCC(NC(=O)C2(CCO)CCN(Cc3ccccc3)C2)CC1 (stereo not drawn),17%
COc1ccc(NC(=O)C2Cn3cccc3C(=O)N2CC(C)C)cc1 (stereo not drawn),-9%
CCOc1ccccc1NC(=O)Cn1c(=O)n(Cc2ccccc2)c(=O)c2c(C)c(C(=O)N(C)C)sc21,3.2µM*
COc1cccc(C(=O)N2CCC(N3C[C@H](O)C[C@H]3C(=O)NC3CCCCC3)CC2)c1C,?
CC(C)(O)c1cn(C[C@H]2CC3CCN2C[C@@H]3C(=O)Nc2nccs2)nn1 (stereo partly drawn),22%[44.1 µM]
Cc1ccc(NC(=O)Cn2nc3n(c2=O)CCCCC3)cc1,21%
O=c1ccc(NS(=O)(=O)c2ccccc2)c2n1C[C@H]1C[C@@H]2CN(S(=O)(=O)c2ccccc2)C1,i
Cc1ccc(CNC(=O)c2ccc3c(c2)N(C)C2CCCN2C3=O)cc1 (stereo not drawn),i
CC(Nc1oc(-c2ccc(COc3ccccc3)o2)nc1C#N)c1ccccc1 (stereo not drawn),?
CC(C)(C)c1ccc(C(=O)Nc2ccc3nc(SCC(=O)N4CCCC4)sc3c2)cc1,-20%
COc1ccc(C(=O)Nc2ccc(-c3nnc4n3CCCCC4)cc2)cc1,11%
CCCSC1=NC2(CCN(C(=O)NC3CCCCC3)CC2)N=C1c1ccc(OC)cc1,11µM*
COC(=O)c1ccn(-c2nc(-c3ccc(Cl)cc3)cc(C(F)(F)F)n2)n1,-18%
CN(C)C(=O)C1=NOC2CN(C(=O)Nc3cccnc3)CC12 (stereo not drawn),-9%
CCCCc1ccc(NC(=O)c2ccc3c(c2)CCN3S(=O)(=O)c2ccccc2)cc1,i
NC(=O)c1cc[nH]c1C1CCCN(S(=O)(=O)c2cnc[nH]2)C1 (stereo not drawn),1%
CN1C(=O)c2cccn2CC1C(=O)NCc1ccc(F)cc1 (stereo not drawn),14%
O=C(Nc1ccc(=O)n2c1[C@@H]1C[C@@H](CN(C(=O)Nc3ccc(F)cc3)C1)C2)NC1CCCCC1,-5%
COCCN1CC2(CCCN(C(=O)Nc3ccc4c(c3)OCO4)C2)CCC1=O (stereo not drawn),1%
CNC(=O)N1CCC(C2CCN(C(=O)Cc3c(F)cccc3Cl)C2)CC1 (stereo not drawn),-16%
COc1ccc(Nc2nc(-c3c(C)noc3C)cc3cc(CN(C)C)oc23)cn1,?

# The results go on:
SMILES,Pf Dd2 inh
COc1cccc(CCC(=O)N2CCC(N3CC4CC(C3)[C@H]3CCCC(=O)N3C4)CC2)c1 (stereo partly drawn),-11%
CCCc1ncncc1C(=O)N1CCc2onc(-c3ccccc3F)c2C1,6%
Cc1cc(F)ccc1NC(=O)CCS(=O)(=O)c1cc2c3c(c1)CCN3C(=O)CC2,42%[activator]
CCOC(=O)c1c(NC(=O)/C=C/c2ccc(OCC)cc2)sc(C(C)=O)c1C,37%[activator]
COc1ccccc1CN1CCc2nc(N3CCN(C)CC3)[nH]c(=O)c2CC1,i[5.79 µM]
COc1ccc(NC(=O)CN2CCCN(Cc3ccccc3)S2(=O)=O)cc1,i
CNC(=O)CCC1CCN(C(=O)c2ccccc2)CC1,4%
COc1ccc(OC)c(NC(=O)CCC[C@@H]2[C@H]3CCCN4CCC[C@@H](CN2C)[C@@H]34)c1,?
CSc1ccc(CN2CCN(C(=O)COc3cccc(C)c3)CC2)cc1,-12%
CCC(c1cccs1)N1C(=O)[C@H]2CN(S(=O)(=O)c3ccc(F)cc3F)C[C@H]2C1=O (stereo partly drawn),?
Fc1ccc(CN2CCOC[C@H](Oc3ccccc3)C2)cc1,13µM*
O=C(c1cccc2nccnc12)N1CCC2(CC1)Nc1ccccc1NC2=O,-4%
O=C([C@@H]1C[C@H](F)CN1S(=O)(=O)c1cccc(Cl)c1)N1CCCCC1,32%[activator]
Cc1ccc(CNC(=O)CCc2cn(C)c3ccccc23)cc1,5%
Cc1noc(C)c1CC(=O)N[C@@H]1CN(C2CCOCC2)C[C@H]1CN(C)C,21%
Cc1cnc(C(=O)NC2C[C@H]3CC[C@@H](C2)N3C(=O)CCc2c[nH]c3ccccc23)cn1 (stereo partly drawn),i
Cc1nc2n(c1C(=O)NCc1cccs1)CCC(Nc1ccccc1)C2 (stereo not drawn),?
OC1CC(c2cc(NCCc3nc(Cc4ccccc4)no3)ncn2)C1 (stereo not drawn),9%
Cn1nnnc1SCCCNCc1cccc(OCc2ccc(Cl)cc2)c1,13µM*
CCOC(=O)N1CCc2c(sc(NCc3cccc(F)c3)c2C(=O)Nc2ccc(OCC)cc2)C1,13µM*
COc1cccc(C(=O)N2CC3CC(C2)[C@H]2CCCC(=O)N2C3)c1 (stereo partly drawn),-5%
O=C(NC1CCc2n[nH]c(=O)n2CC1)c1ccc2ccccc2n1 (stereo not drawn),i
CCCCCNc1nc2c(-c3ccccc3)nnn2c2ccccc12,?
COc1ccc(C(=O)N2CCC3(CC2)N(C)C(=O)CS3(=O)=O)c(OC)c1,1%
COc1ccc(CCNC(=O)CCCn2c(=O)c3ccccc3n(Cc3ccc(C)cc3)c2=O)cc1OC,?
CCCCN(C)C(=O)Cn1ccn2nc(-c3ccccc3)c(CO)c2c1=O,i
Cc1cnc(C2CC2)n1C1CCCN(C(=O)c2nn(C)c3ccccc23)C1 (stereo not drawn),?
COc1cc(C(=O)N2CCN(c3ccc(Nc4ccc(C)cc4)nn3)CC2)cc(OC)c1OC,11%
O=C(c1ccsc1)N1CCCn2cc(-c3ccccc3)nc21,i
O=C(c1cn(CCC2CCCCN2)nn1)N1CCc2nc[nH]c(=O)c2CC1 (stereo not drawn),2%
O=C(O)[C@@H]1CN(Cc2ccccc2)C[C@@H]1C(=O)N1CCOCC1,13%
CC(=O)N1CCC(Oc2ccccc2)C1 (stereo not drawn),-28%
COc1cccc(N2CCN(c3ncnc4c3nc3n4CCCCC3)CC2)c1,-21%
Cc1c(CN2C[C@@H](CN(C)CCO)[C@@H](CO)C2)[nH]c2c(Cl)cccc12,13µM*
COc1cc(NC(=O)c2oc3c(c2C)-c2nn(Cc4cccc(Cl)c4)cc2CC3)cc(OC)c1,-28%
COc1ccc(C(=O)N2CCCn3nc(C)c(-c4ccccc4Oc4ccccc4)c32)cn1,?
CCN(CC)c1ccc(NC(=O)CCS(=O)(=O)c2ccc3c(c2)oc(=O)n3C)c(C)c1,24%
Cc1cc(=O)[nH]c2nnc(SCc3ccc(Cl)cc3Cl)n12,9%
O=C(CC(F)(F)F)N1CCC(c2noc(-c3cccnc3)n2)C1 (stereo not drawn),4%[5.79 µM]
Cc1noc(-c2ccccc2Cl)c1C(=O)NCc1cccc(F)c1F,-13%
COc1cccc(N2CCN(C(=O)Cn3ncc4c5ccccc5n(C)c4c3=O)CC2)c1,24%
COc1ccccc1CCC(=O)N1CCC2(CC1)CC(O)CCO2 (stereo not drawn),?
Cn1nnnc1SCCCNCc1ccc(-c2ccc(Br)cc2)o1,?
Cc1cc(C)n(CCc2c(-c3ccccc3)ncn2C(C)CCCC(C)(C)O)n1 (stereo not drawn),-14%
Cc1ccc(C)c(S(=O)(=O)N2CCCC(CO)(Cc3cccc(Cl)c3)C2)c1 (stereo not drawn),-28%
Cc1ccc(C2Cn3nnc(-c4noc(-c5ccco5)n4)c3CO2)cc1 (stereo not drawn),-8%
COc1cccc(N2C(=O)OCC23CCN(CCCc2ccccc2)C3)c1 (stereo not drawn),?
COc1ccc(-c2cnc3[nH]cc(CC(=O)Nc4cccc(F)c4)c3c2)cc1,-7%[44.1 µM]
Cc1ccc(Cl)cc1NC(=O)Cn1c(=O)n(Cc2ccccc2)c(=O)c2oc3ccccc3c21,?

# Entries listed so far that contain an NH in an aromatic ring:
SMILES,Pf Dd2 inh
O=C(c1ccccc1Br)N1CCN(c2cc(-c3ccc(Cl)cc3)[nH]n2)CC1,i
CC(C)(C)c1cnc([C@@H]2COCCN2CC2CC2)[nH]1,?
CCCN1C(=O)[C@H]2CC[C@@H]1CN(C(=O)c1nc(-c3ccccc3)[nH]c1C)C2,-14%
CCC(C)n1c(=O)[nH]c2cccnc21 (stereo not drawn),-4%[44.1 µM]
Cc1occc1-c1nc2ncccc2[nH]1,-13%[44.1 µM]
COCCN1CCCC(c2[nH]ccc2C(=O)N2CCN(c3ccccc3)CC2)C1 (stereo not drawn),?
NC(=O)c1cc[nH]c1C1CCCN(S(=O)(=O)c2cnc[nH]2)C1 (stereo not drawn),1%
COc1ccccc1CN1CCc2nc(N3CCN(C)CC3)[nH]c(=O)c2CC1,i[5.79 µM]
Cc1cnc(C(=O)NC2C[C@H]3CC[C@@H](C2)N3C(=O)CCc2c[nH]c3ccccc23)cn1 (stereo partly drawn),i
O=C(NC1CCc2n[nH]c(=O)n2CC1)c1ccc2ccccc2n1 (stereo not drawn),i
O=C(c1cn(CCC2CCCCN2)nn1)N1CCc2nc[nH]c(=O)c2CC1 (stereo not drawn),2%
Cc1c(CN2C[C@@H](CN(C)CCO)[C@@H](CO)C2)[nH]c2c(Cl)cccc12,13µM*
Cc1cc(=O)[nH]c2nnc(SCc3ccc(Cl)cc3Cl)n12,9%
COc1ccc(-c2cnc3[nH]cc(CC(=O)Nc4cccc(F)c4)c3c2)cc1,-7%[44.1 µM]

# These rows are one share of the data; the hit share may differ from the screen's.
